Source: PubChem (The Scripps Research Institute Molecular Screening Center)
GSTO1 counter – counter-screen for RBBP9 inhibitors: inhibitors of human GSTO1. recombinant GSTO1, activity-based probe fluorescence polarization. inhibition, % at 5.96 µM. 300,000 compounds, 1.1% hits;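 active = inhibition above the campaign mean inhibition plus 3 SD, cut at about 35% in these data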;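 note: 0% = GSTO1-1 with DMSO and 100% = wells lacking GSTO1-1 enzyme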
Target sequence (P78417 whole entry, looked up): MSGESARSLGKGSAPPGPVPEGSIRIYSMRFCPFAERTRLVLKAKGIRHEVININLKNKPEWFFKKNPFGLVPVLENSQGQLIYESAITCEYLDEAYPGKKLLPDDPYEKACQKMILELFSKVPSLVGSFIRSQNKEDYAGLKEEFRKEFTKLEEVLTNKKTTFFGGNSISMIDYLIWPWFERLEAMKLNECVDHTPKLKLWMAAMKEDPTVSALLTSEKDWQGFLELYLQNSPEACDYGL
LYPLA1 counter – counter-screen for PME1 inhibitors: inhibitors of human LYPLA1; AID 2174; O75608; inhibition, % at 5.9 µM; 320,000 compounds, 0.16% hits; recombinant LYPLA1, FP-Rh probe fluorescence polarization;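 active = inhibition above the mean of all tested compounds plus 3 SD, set per campaign, cut at about 14% in these data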;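 note: inhibitors block serine hydrolase probe labeling of LYPLA1 so polarization falls; 0% = enzyme with DMSO and 100% = wells lacking LYPLA1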
Target sequence (O75608 whole entry, looked up): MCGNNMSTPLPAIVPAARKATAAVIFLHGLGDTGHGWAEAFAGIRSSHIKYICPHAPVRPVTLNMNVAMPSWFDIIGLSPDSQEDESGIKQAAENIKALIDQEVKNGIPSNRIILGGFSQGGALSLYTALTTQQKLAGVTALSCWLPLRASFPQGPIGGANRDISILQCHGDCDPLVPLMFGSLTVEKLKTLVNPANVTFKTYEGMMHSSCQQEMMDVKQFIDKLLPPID
PAFAH2 FP inh – inhibitors of human PAFAH2; Q99487; recombinant PAFAH2, FP-rhodamine activity probe, fluorescence polarization; inhibition, % at 3.39 µM; 340,000 compounds, 0.99% hits; AID 492956;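 active = inhibition above the mean over all tested compounds plus 3 SD, cut at about 30% in these data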;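 note: inhibitors block probe labeling of enzyme so polarization drops; 0% = enzyme with DMSO and 100% = wells lacking PAFAH2 protein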
pPAFAH inh – pPAFAH (human) enzyme inhibition | recombinant pPAFAH, FP-rhodamine probe fluorescence polarization | inhibition, % at 3.39 µM | 330,000 compounds, 1.5% hits | AID 463082;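 active = inhibition above the mean inhibition across the screen plus 3 SD, cut at about 25% in these data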;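 note: inhibitors block binding of the rhodamine activity-based probe so polarization drops; 0% = enzyme with DMSO and 100% = wells lacking pPAFAH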
PAD4 inh – inhibitors of human PAD4. 330,000 compounds, 0.41% hits. Q9UM07. recombinant PAD4, RCA probe fluorescence polarization. inhibition, % at 6.36 µM. AID 485272;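 active = percent inhibition above a cutoff equal to the mean of all tested compounds plus 3 SD, cut at about 15% in these data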;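 note: 0% = PAD4 with RCA probe and DMSO and 100% = probe without PAD4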
PAFAH1B2 inh – blocks human PAF acetylhydrolase 1b catalytic subunit 2 | P68402 | 340,000 compounds, 1.2% hits | recombinant PAFAH1B2, FP-rhodamine activity probe, fluorescence polarization | inhibition, % at 3.39 µM;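 active = inhibition above the mean of all tested compounds plus 3 SD, cut at about 24% in these data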;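 note: 0% = enzyme with DMSO and 100% = wells lacking PAFAH1B2; many of its hits are not listed in these tables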
Target sequence (P68402 whole entry, looked up): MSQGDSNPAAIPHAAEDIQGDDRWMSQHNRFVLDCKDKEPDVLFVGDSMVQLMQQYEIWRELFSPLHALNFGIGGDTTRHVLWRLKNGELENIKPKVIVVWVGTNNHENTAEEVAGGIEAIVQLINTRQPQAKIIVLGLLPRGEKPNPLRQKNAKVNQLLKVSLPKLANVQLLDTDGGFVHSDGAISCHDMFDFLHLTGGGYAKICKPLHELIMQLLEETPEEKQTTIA
PAFAH1B3 inh – blocks human PAF acetylhydrolase 1B catalytic subunit 3; recombinant PAFAH1B3, FP-rhodamine probe, fluorescence polarization; inhibition, % at 3.39 µM; Q15102; 340,000 compounds, 0.28% hits;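 active = inhibition above the screen-wide average of all tested compounds plus 3 SD, cut at about 25% in these data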;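 note: 0% = enzyme with DMSO only and 100% = wells lacking PAFAH1B3 protein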
Target sequence (Q15102 whole entry, looked up): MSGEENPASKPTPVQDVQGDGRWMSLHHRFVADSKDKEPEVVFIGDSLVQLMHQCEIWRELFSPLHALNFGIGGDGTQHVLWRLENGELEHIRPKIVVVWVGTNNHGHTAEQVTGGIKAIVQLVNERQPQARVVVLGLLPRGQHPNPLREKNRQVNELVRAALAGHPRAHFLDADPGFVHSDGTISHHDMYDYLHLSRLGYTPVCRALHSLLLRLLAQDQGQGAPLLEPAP
PME-1 inh – blocks human protein phosphatase methylesterase 1; Q9Y570; recombinant PME-1, FP-Rh probe fluorescence polarization; inhibition, % at 5.9 µM; 320,000 compounds, 0.53% hits; AID 2130;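 active = inhibition above the campaign mean of all compounds plus 3 SD, cut at about 26% in these data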;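 note: competitive labeling of PME-1 active site by serine hydrolase directed probe; 0% = PME-1 with DMSO and 100% = wells lacking PME-1 enzyme; inhibitors block probe labeling so polarization falls and inhibition rises; many of its hits are not listed in these tables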
LYPLA2 inh – counter-screen for PME1 inhibitors: inhibitors of human LYPLA2. 320,000 compounds, 0.38% hits. recombinant LYPLA2, FP-Rh probe fluorescence polarization. inhibition, % at 5.9 µM. AID 2177;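 active = inhibition above the screen-wide mean plus 3 SD, limit set per campaign, cut at about 26% in these data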;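 note: 0% = LYPLA2 with DMSO and 100% = wells lacking LYPLA2 enzyme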
An asterisk follows results filed as active; / = not tested or not shown. Some of the compounds tested; rates above refer to the full screens.

SMILES | GSTO1 counter | LYPLA1 counter | PAFAH2 FP inh | pPAFAH inh | PAD4 inh | PAFAH1B2 inh | PAFAH1B3 inh | PME-1 inh | LYPLA2 inh
Cc1occc1C(=O)Nc1nnc(C(F)(F)F)s1 | -10 | -3 | -6 | -2 | -2 | -3 | -3 | 5 | -3
COc1ccc(/C=N/NC(=O)CN2CCCc3ccccc32)c(OC)c1 | 7 | 1 | 5 | 7 | 3 | 4 | 5 | -7 | 1
COc1cccc(C2/C(=C(/O)c3ccc(F)cc3)C(=O)C(=O)N2CCN(C)C)c1 (configuration not stated) | 0 | 2 | 5 | 2 | 1 | 7 | 0 | -1 | 1
NC(=O)Nc1ccc2c(c1)OCCO2 | 2 | -3 | -2 | 4 | -4 | 4 | 2 | 2 | -1
O=C(Cc1ccccc1)NC(NCCc1ccccc1)C(Cl)(Cl)Cl (configuration not stated) | 6 | 1 | -1 | 4 | 4 | 9 | 3 | 1 | -2
O=c1c2ccccc2nc(COc2ccccc2)n1/N=C/c1ccco1 | 10 | -1 | 0 | 4 | 8 | 1 | -6 | -5 | 4
CC1(C)C2CCC1(C)C(OC(=O)CCn1ccnc1)C2 (configuration not stated) | -5 | 3 | -3 | 2 | 2 | 4 | -2 | 5 | -1
Cc1ccc(OCC(=O)N/N=C2/SCC(=O)N2Cc2ccccc2)cc1 | 2 | 3 | -1 | -3 | -5 | 1 | 8 | -3 | 10
O=C(CSc1nc(O)c(Cc2ccccc2F)c(=O)[nH]1)N1CCCCCC1 | 6 | 0 | -12 | 1 | 2 | 2 | 2 | -4 | -3
COc1ccc(Cl)cc1C(=O)Nc1cc(=O)n(C)c(=O)n1C | 2 | 1 | 10 | 5 | -5 | -3 | 7 | 3 | 0
COc1nc(NC2CCCCC2)nc(N2CCCCCC2)n1 | 1 | 2 | -1 | 7 | 5 | 4 | -2 | 3 | 14
CCn1c(CN2CCN(C(c3ccccc3)c3ccccc3)CC2)nc2c1c(=O)n(C)c(=O)n2C | -10 | -2 | 1 | 5 | -1 | -2 | 5 | 20 | -6
CC(C)c1cc(C(=O)Nc2cc(Cl)ccc2O)no1 | -5 | -4 | 27 | 6 | 0 | 0 | -7 | -10 | 4
Cc1cc(=O)n(C)c(=O)n1CCCCCCOc1cccc([N+](=O)[O-])c1 | 0 | 5 | 1 | 8 | 2 | 2 | -1 | 14 | 20
Cc1ccc2nc(NS(=O)(=O)c3cn(C)nc3C)sc2c1 | 3 | 1 | -2 | 7 | 0 | 1 | 0 | -1 | -1
O=C(CCN1CCc2ccccc2C(c2ccccc2)C1)c1ccc2c(c1)OCCO2 (configuration not stated) | -14 | 0 | -12 | 11 | -6 | -2 | 2 | 4 | 0
COC(=O)CN1C(=O)C2(C(C#N)=C(N)Oc3cc(C)oc(=O)c32)c2ccccc21 (configuration not stated) | -6 | 0 | -7 | 3 | -4 | 7 | 4 | -2 | 0
CCOc1ccc(C(=O)Nc2cc(-c3nc4ccccc4[nH]3)ccc2C)cc1[N+](=O)[O-] | -24 | -32 | -44 | -12 | -5 | -10 | -23 | -61 | -65
O=[N+]([O-])c1ccc2nc(SCc3cn4ccccc4n3)[nH]c2c1 | 1 | 2 | 1 | 0 | -3 | 0 | 6 | -4 | -5
C=CCC(=O)NC1CC(C)(C)Cc2c1cnn2-c1ccccc1C (configuration not stated) | -2 | 0 | -4 | 5 | -2 | 3 | 9 | -3 | 4
CCOC(=O)c1c(C)[nH]c(N=Nc2cccc(C)c2)c1C | -5 | -2 | 5 | 3 | -2 | -4 | -3 | 8 | -1
CCCCn1c(N)c(N(CCOC)C(=O)c2cccc(-n3cnnn3)c2)c(=O)[nH]c1=O | -9 | 0 | 8 | 1 | -2 | 0 | 2 | -5 | 2
COc1ccc(-c2nc(CS(=O)CC(=O)NC3CCCC(C)C3C)c(C)o2)cc1OC (configuration not stated) | 5 | 4 | 7 | -2 | 0 | 3 | 2 | -1 | 3
COc1ccccc1C(=O)N/C(=C/c1ccc(Br)cc1)C(=O)NCCCn1ccnc1 | 1 | 4 | -9 | 5 | 4 | 0 | 10 | 4 | 7
O=C(CN1CCN(c2ccccc2F)CC1)Nc1nnc(C(F)(F)F)s1 | 2 | 4 | 3 | -3 | -4 | 4 | 3 | -8 | -7
O=C(NNC(=O)c1ccc(Br)s1)c1csc(N2CCOCC2)n1 | / | -6 | 15 | 8 | 0 | 6 | 8 | 1 | 2
CCOC(=O)N/N=C/c1ccc(F)cc1 | -1 | -3 | 3 | -1 | -2 | 1 | 2 | 1 | -3
CS/C(N)=N/S(=O)(=O)c1ccc(NC(C)=O)cc1 | 5 | 3 | -3 | 1 | 3 | 2 | 4 | 7 | 6
Cc1cc(-c2nnc(SCC(=O)Nc3c(C)cccc3C)n2N)n[nH]1 | 1 | -3 | 8 | 4 | -6 | 7 | 4 | 0 | -7
Cc1cc(C#N)c(C)n1-c1cc(C(F)(F)F)ccc1N1CCOCC1 | 4 | -1 | 5 | 21 | -1 | 9 | 4 | 5 | -3
O=C(NNc1ccc([N+](=O)[O-])cc1)C1CC1c1ccccc1 (configuration not stated) | 14 | -1 | -1 | -2 | 2 | 7 | 0 | -4 | -3
Cc1nn(-c2ccccc2)c(Oc2ccccc2)c1C=O | -1 | -8 | -4 | 6 | -2 | 2 | 3 | 2 | -3
COc1ccc(CC(=O)NNC(=O)COc2ccc(Br)cc2C)cc1OC | 2 | 5 | 6 | 4 | -2 | 0 | 15 | -3 | 11
CCN1CCN(c2nnc(-c3ccccc3)c3ccccc23)CC1 | 3 | 1 | -1 | 2 | 2 | 7 | 7 | 2 | 1
COc1ccccc1NC(=O)C1CCN(C(=O)c2ccco2)CC1 | 6 | -1 | 8 | 2 | -2 | 2 | -1 | 2 | 3
O=C(NNC(=O)c1cc2cc3ccccc3nc2s1)c1cccc(C(F)(F)F)c1 | -14 | -1 | -4 | -8 | -4 | 1 | -1 | -7 | -8
Cc1ccc(N2CCN(S(=O)(=O)c3ccc4c(c3)oc(=O)n4C)CC2C)cc1 (configuration not stated) | 15 | -1 | -21 | 1 | 4 | 9 | 10 | -8 | 11
O=C(NCC(=O)N1CCN(c2ccccc2F)CC1)c1ccc(Br)o1 | 0 | -1 | 13 | -3 | -4 | -3 | 7 | -4 | 1
CC(C)(C)n1nc2c(c1NC(=O)Cc1cccc3ccccc13)CS(=O)C2 (configuration not stated) | -1 | 2 | -9 | -4 | -1 | 1 | 6 | 3 | 0
Oc1ccc(N=Cc2ccc(-c3cccs3)s2)cc1 | 82* | 10 | 9 | 22 | 18* | 14 | 16 | 51* | 29*
O=C(O)c1cccc(CN2C(=O)c3ccccc3C2=O)c1 | 0 | -1 | 10 | -1 | -2 | 0 | 0 | -1 | 5
CCOc1ccc(NC(=O)c2ccccc2NS(C)(=O)=O)cc1 | 7 | -3 | 6 | 3 | -2 | 7 | 6 | -3 | -10
Cc1cc(C)n(CCNC(=O)c2ccco2)n1 | 1 | 0 | 3 | -7 | -4 | 0 | -1 | -3 | -10
C=CCN(C(=O)c1csnn1)C(C(=O)NC1CCCC1)c1ccc(Cl)cc1 (configuration not stated) | 2 | 3 | 0 | 2 | 3 | 8 | -4 | 0 | 0
CC(NCc1ccc(OCC(N)=O)cc1)C12CC3CC(CC(C3)C1)C2 (configuration not stated) | -1 | -1 | -1 | -3 | -4 | -1 | 2 | -1 | -1
Cc1ccccc1-c1cc(C(=O)NCc2cccc(Br)c2)nn1CC1CC(c2cccc([N+](=O)[O-])c2)=NO1 (configuration not stated) | / | / | 3 | 2 | -2 | 1 | -6 | / | /
O=C(O)CNc1nc(-c2ccccc2)nc2c1oc1ccccc12 | -5 | -1 | 1 | 2 | -7 | 7 | 11 | -4 | -4
COc1ccccc1C(CNC(=O)c1cccc(NS(=O)(=O)c2ccc(C)c(F)c2)c1)N(C)C (configuration not stated) | 5 | 3 | 2 | 5 | 1 | 6 | 14 | 5 | 0
CCOP(=O)(O)c1ccccc1OCCOc1ccccc1P(=O)(O)OCC | 3 | -2 | 13 | 0 | 4 | 6 | 10 | -1 | -4
O=C(CSc1nnc(-c2ccc(Br)o2)n1Cc1ccccc1)c1ccccc1F | 1 | 2 | -7 | 6 | -4 | 6 | -1 | 1 | 5

In another format: 2 of the compounds above.
molecule	GSTO1 counter	LYPLA1 counter	PAFAH2 FP inh	pPAFAH inh	PAD4 inh	PAFAH1B2 inh	PAFAH1B3 inh	PME-1 inh	LYPLA2 inh
CC1(C)C2CCC1(C)C(OC(=O)CCn1ccnc1)C2 (configuration not stated)	-5	3	-3	2	2	4	-2	5	-1
COc1ccccc1C(CNC(=O)c1cccc(NS(=O)(=O)c2ccc(C)c(F)c2)c1)N(C)C (configuration not stated)	5	3	2	5	1	6	14	5	0

Following part:
SMILES | GSTO1 counter | LYPLA1 counter | PAFAH2 FP inh | pPAFAH inh | PAD4 inh | PAFAH1B2 inh | PAFAH1B3 inh | PME-1 inh | LYPLA2 inh
CCOC(=O)N1CCN(C(=O)c2ccc([N+](=O)[O-])cc2Cl)CC1 | -5 | 1 | 4 | 5 | -1 | 7 | 3 | 2 | 1
O=S(=O)(c1ccc(OCC(O)CN2CCN(c3ccc(F)cc3)CC2)cc1)N1CCOCC1 (configuration not stated) | -1 | -1 | 0 | -8 | 0 | -3 | 3 | 0 | -1
COc1cc(/C=C/C(=O)NCc2nc3ccccc3[nH]2)cc(OC)c1OC | -8 | 1 | 9 | 1 | 1 | 2 | 11 | -7 | 3
COC(=O)CSc1nc(C)cc(C)n1 | -4 | 3 | 1 | 8 | -3 | 3 | 7 | 7 | 4
CCOC(=O)CNNC(=O)Nc1ccc(Cl)c(Cl)c1 | 6 | 4 | 0 | 5 | -2 | 4 | 8 | 0 | 4
COc1ccc(-c2cn3c(C)c(C(=O)Nc4cccc(NC(C)=O)c4)sc3n2)cc1 | 3 | -2 | 0 | -4 | 2 | 5 | -2 | -17 | -3
NC1=NC2(CCC(c3ccccc3)CC2)n2c(nc3ccccc32)N1 (configuration not stated) | 13 | 3 | -3 | 4 | -1 | 2 | 7 | -11 | 11
Cc1ccc(CN2CC(C(=O)Nc3ccc(S(=O)(=O)Nc4cc(C)nc(C)n4)cc3)CC2=O)cc1 (configuration not stated) | 2 | 4 | -1 | 4 | -3 | 2 | -4 | 7 | 7
CCOC(=O)N1CCC2(CC1)CC(=O)c1c(ccc3oc(C(=O)O)c(C)c13)O2 | -1 | 3 | 5 | 1 | -6 | 3 | -3 | 1 | 17
CCCN(CC(=O)Nc1c(C)cccc1CC)C(=O)SCC | -8 | 3 | 2 | 2 | -7 | -2 | 3 | 4 | 1
COC(=O)c1ccc(OC)c(CN2CCCN(Cc3ccc(F)cc3)S2(=O)=O)c1 | -2 | -1 | 1 | 2 | 1 | 0 | -1 | 7 | -2
COc1ccc(OC)c(NC(=O)C2CCCN(S(C)(=O)=O)C2)c1 (configuration not stated) | 7 | -4 | 2 | 5 | -3 | 3 | 6 | -7 | 1
CCN1C(=O)[C@@H]2[C@@H](c3ccc(SC4CCCCC4)cc3)N3CCC[C@@]3(C(=O)OC)[C@@H]2C1=O | -4 | -1 | 1 | 29* | -3 | 3 | 14 | -7 | 8
CC(=O)C1=C(C)NC(=O)CC1c1ccc(F)cc1 (configuration not stated) | -3 | -1 | 6 | -8 | -1 | 12 | 4 | -3 | -2
